TDP1 cell noCPT: qHTS for Inhibitors of human tyrosyl-DNA phosphodiesterase 1 (TDP1): qHTS in cells in absence of CPT. 15% of 420,000 active. AID 686978, 2013. DT40 Tdp1-/- hTDP1 cells, no CPT, ATP luminescence, 48 h. Potency, µM (top dose mostly 46.2 µM), for inactives: top-dose activity change, negative = growth inhibition, most hits filed as inhibitors; further: nearly all actives have a fitted effect of over 55% in size
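Camptothecin absent (DMSO only). Human TDP1-complemented DT40 knockout cells, 400 cells/well, 37 °C for minimum 48 hr; ATP measured via CellTiter-Glo, 30 min dark incubation, luminescence.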
TDP1 block: qHTS Assay for Inhibitors of Tyrosyl-DNA Phosphodiesterase (TDP1); Tyrosyl-DNA phosphodiesterase 1 (Homo sapiens), Q9NUW8; recombinant TDP1, AlphaScreen DNA substrate cleavage; Potency, µM (series often up to 130 µM), inactives show top-dose activity change, negative = inhibition, usual class: inhibitors; 0.28% of 350,000 active; AID 485290, 2010; further: nearly all actives have a fitted effect of over 40% in size
Target sequence (Q9NUW8 whole entry, looked up): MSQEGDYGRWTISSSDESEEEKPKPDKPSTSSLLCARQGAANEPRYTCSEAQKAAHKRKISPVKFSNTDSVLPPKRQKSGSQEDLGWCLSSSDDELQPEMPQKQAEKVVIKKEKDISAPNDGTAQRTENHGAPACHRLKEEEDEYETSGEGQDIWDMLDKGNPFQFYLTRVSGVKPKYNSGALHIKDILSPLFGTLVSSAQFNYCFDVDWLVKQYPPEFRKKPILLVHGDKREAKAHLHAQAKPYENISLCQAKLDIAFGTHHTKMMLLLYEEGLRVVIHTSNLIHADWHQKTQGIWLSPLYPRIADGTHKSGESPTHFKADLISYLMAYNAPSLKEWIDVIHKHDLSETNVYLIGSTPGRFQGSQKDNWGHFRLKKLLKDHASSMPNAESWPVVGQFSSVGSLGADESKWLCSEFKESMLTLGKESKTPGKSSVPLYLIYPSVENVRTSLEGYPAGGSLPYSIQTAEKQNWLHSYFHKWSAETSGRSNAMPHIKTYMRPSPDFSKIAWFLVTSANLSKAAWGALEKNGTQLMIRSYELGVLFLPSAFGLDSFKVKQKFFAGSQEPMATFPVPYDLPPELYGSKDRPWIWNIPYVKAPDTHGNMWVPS
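Here, a 5' biotin and 3' phosphotyrosine-FITC DNA oligonucleotide reports Tdp1 activity: intact substrate bridges AlphaScreen beads, while cleavage leaves a 3' phosphate and drops signal. All incubations at room temperature.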
TDP1 cell CPT: qHTS for Inhibitors of human tyrosyl-DNA phosphodiesterase 1 (TDP1): qHTS in cells in presence of CPT | chicken DT40 Tdp1-/-;hTDP1 cells + 20 nM CPT, ATP luminescence, 48 h | Potency, µM (doses to about 46.2 µM), without a hit: at the top dose activity change, negative = growth inhibition, most hits filed as inhibitors | 12% of 420,000 active | AID 686979, 2013; further: nearly all actives have a fitted effect of over 55% in size
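Chicken DT40 Tdp1-/- cells stably complemented with human TDP1 were seeded at 400 cells/well in medium containing 20 nM camptothecin, exposed to pin-transferred compounds, and grown at 37 °C for at least 48 hr. Viability was read as ATP luminescence.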
An asterisk follows results filed as active; ? = inconclusive; . = no result given; & = joins results of further samples; [ ] = another dose, or the depositor's remark. The call rests on the fitted dose curve; in most records, active means well fitted curve in the direction sought with a large enough effect; inconclusive means small, poorly fitted or top-dose-only effect, or another doubt; inactive means no such curve, though single readings can be large; an effect the other way counts as inactive or inconclusive. On the % scale 0 is the no-effect control and ±100 the full control effect; potency means the concentration at half of the fitted maximal effect.

SMILES,TDP1 cell noCPT,TDP1 block,TDP1 cell CPT
O=C(CCN(CCO)Cc1ccccc1)Nc1ccc(Br)cc1,?,-1%,?
COc1ccc(C2c3[nH]c4ccccc4c3CCN2C(=O)c2cn3ccccc3n2)c(F)c1 (stereo not drawn),?,5%,-2%
CC(=O)C1=C(C)NC(SCC(=O)Nc2nc3ccccc3s2)=C(C#N)C1c1ccc(Cl)cc1 (stereo not drawn),18µM*,5%,?
O=C(COC(=O)CCSc1ccc(Cl)cc1)Nc1ccc(F)cc1,?,3%,-11%
Cc1ccn2c(Nc3ccc4c(c3)OCO4)c(-c3ccco3)nc2c1,?,13%,23µM*
CC(C)[C@H](NC(=O)NCCC1=CCCCC1)C(=O)O,6%,.,2%
N#Cc1c2c(c(=S)n(-c3ccccc3)c1N)CCCC2,-19%,-1%,-17%
CCN(CC)S(=O)(=O)c1ccc(N2CCOCC2)c(NC(=O)c2ccco2)c1,?,0%,?
O=C(COC(=O)C1CC(=O)N(C2CCCCC2)C1)c1ccc(F)cc1 (stereo not drawn),-5%,-8%,5%
CCSc1nnc(NC(=O)c2cccs2)s1,-11%,4%,-22%
O=C(c1coc2ccc(O)c(CN3CCOCC3)c12)C1CC1,-11%,-10%,9%
Cc1ccc2nc(SC(C)C(=O)N3CCOCC3)[nH]c2c1 (stereo not drawn),3%,7%,4%
O=S(=O)(Nc1cccc(Cl)c1)c1ccc2oc(=S)[nH]c2c1,-12%,8%,0%
C[C@@H](C(=O)NCc1ccc(S(C)(=O)=O)cc1)[C@H]1C[C@]1(C)[C@H](NC(=O)OCc1ccccc1)c1ccccc1,?,5%&13%,?
Cc1ccc(S(=O)(=O)N(CC(=O)NCCC2=CCCCC2)Cc2ccccc2F)cc1,?,0%,?
O=c1c(/C=N/O)c(Nc2ccccc2)nc2ccccn12,-30%,-3%,-13%
COC(CNC(=O)c1cccnc1)OC,-1%,6%,13%
CNC(=O)c1cc2cc(Cl)cc(OC)c2oc1=O,-8%,.,-2%
CCOC(=O)Cc1csc(NC(=O)c2ccc(OC)c(OC)c2)n1,?,5%,?
O=C(NNC(=O)OCc1ccccc1)OCc1ccccc1,-9%,.,-2%
O=C(Nc1ccccc1Cl)c1csc(-c2cccnc2)n1,?,1%,-8%
O=C(NC(c1ccccc1)c1ccsc1)C1CCN(Cc2ccc(Cl)c(Cl)c2)CC1 (stereo not drawn),?,.,?
Cc1c(S(=O)(=O)N2CCN(C(=O)c3ccco3)CC2)c(=O)n(C)c(=O)n1C,0%,1%,-9%
CCOC(=O)c1ccc(NC(=O)c2c(N)n(Cc3ccccc3)c(=O)[nH]c2=O)cc1,-101%,.,16µM*
Cc1ccc(S(=O)(=O)/N=c2\ccc(Cl)cn2C(F)F)cc1,-16%,-3%,2%
Cc1ccccc1NC(=O)N1CCNC(=O)C1CC(=O)Nc1cc(Cl)ccc1Cl (stereo not drawn),0%,3%,-9%
CC1CCCN(C(=O)C2CCN(S(=O)(=O)c3cccc4nsnc34)CC2)C1 (stereo not drawn),-1%,6%,8%
COc1ccc(NS(=O)(=O)c2cccc3ccccc23)cc1,?,.,?
CCn1c(SC(C)C(=O)Nc2ccc(C)cc2)nnc1-c1ccccc1 (stereo not drawn),-29%,.,-12%
CCC(CC)C(=O)Oc1c(Sc2ccccc2[N+](=O)[O-])c(C)nn1C(C)(C)C,?,3%,?

Next part, starting with the last 6 of the part before.
SMILES,TDP1 cell noCPT,TDP1 block,TDP1 cell CPT
Cc1ccc(S(=O)(=O)/N=c2\ccc(Cl)cn2C(F)F)cc1,-16%,-3%,2%
Cc1ccccc1NC(=O)N1CCNC(=O)C1CC(=O)Nc1cc(Cl)ccc1Cl (stereo not drawn),0%,3%,-9%
CC1CCCN(C(=O)C2CCN(S(=O)(=O)c3cccc4nsnc34)CC2)C1 (stereo not drawn),-1%,6%,8%
COc1ccc(NS(=O)(=O)c2cccc3ccccc23)cc1,?,.,?
CCn1c(SC(C)C(=O)Nc2ccc(C)cc2)nnc1-c1ccccc1 (stereo not drawn),-29%,.,-12%
CCC(CC)C(=O)Oc1c(Sc2ccccc2[N+](=O)[O-])c(C)nn1C(C)(C)C,?,3%,?
O=C(O)c1ccc(NS(=O)(=O)c2cccc3cccnc23)cc1,-1%,2%,-2%
COc1ccccc1N1CCN(C(=O)CN2C(=O)c3cccc4cccc(c34)C2=O)CC1,?,1%,26µM*
COc1ccccc1NS(=O)(=O)c1ccc2nc(CCl)[nH]c2c1,?,4%,?
Cc1ccc2[nH]cc(CCNC(=O)c3cccs3)c2c1,?,.,0%
CCOCCn1c(SCc2ccccc2)nc2c1c(=O)[nH]c(=O)n2C,-18%,.,-24%
O=c1c2ccccc2nc(N2CCN(c3ccccc3)CC2)n1Cc1ccccc1,?,3%,?
O=C(N/N=C/C=C/c1ccccc1)c1cccs1,-1%,3%,-14%
CCOc1ccc(/C=C/C(=O)CCC(=O)O)cc1,-13%,-3%,-4%
CCCn1nc(Oc2nc(SC)nc(N(C)C)n2)ccc1=O,?,0%,-28%
COc1ccc(CCNC(=O)C2CCN(S(=O)(=O)N3CCCCC3)CC2)cc1OC,-14%,7%,-4%
CCC(C(=O)OCC(=O)N1CCN(S(=O)(=O)c2ccc(C)cc2C)CC1)c1ccccc1 (stereo not drawn),?,0%,?
COc1ccc(-c2ccc(CN3C(C(C)C)C(=O)N(Cc4cn(CCC5OCCCO5)nn4)CCS3(=O)=O)cc2)cn1 (stereo not drawn),21µM*,.,15µM*
COc1cccc(-c2nc3nc(C)cc(C)n3c2NC2CCCC2)c1,?,.,?
Brc1ccc(-c2ncc(-c3ccccc3)cn2)cc1,-8%,6%,-2%
Cc1ccc(NNc2c(C)nc3ccccc3nc2=O)cc1,-26%,-5%,-4%
Cc1ccc(/C=N/NC(=O)C2(C)CC2(Br)Br)cc1 (stereo not drawn),-14%,6%,7%
CC(C)CCn1cnc2c(c1=O)c1nc3ccccc3nc1n2Cc1ccc2c(c1)OCO2,?,-6%,?
COc1cc(OC)c(NS(=O)(=O)c2cc(C(=O)OCC(=O)NCC3CCCO3)ccc2OC)cc1Cl (stereo not drawn),-1%,1%,1%
Cc1cccc(NC(=O)Cn2c(=O)n(CC3CCC(C(=O)NCCc4ccccc4)CC3)c(=O)c3ccccc32)c1C (stereo not drawn),-27%,8%,-15%
COc1cc2c(=O)n(Cc3ccccc3)c(=O)n(CC(=O)C(C)(C)C)c2cc1OC,14%,.,0%
O=C(NCC1CCCCC1)c1cccc([N+](=O)[O-])c1,?,1%,3%
O=C(Oc1cccc2c(OC(=O)N3CCOCC3)cccc12)N1CCOCC1,-2%,5%,-26%
O=C(Nc1nccs1)c1cccc(NC(=O)C(F)(F)F)c1,-6%,.,-6%
COc1ccc(/C=C/C(=O)OCCCN(C)C)cc1,-1%,4%,?
COc1ccc(OC)c(CNC(=O)c2ccccc2NC(=O)c2nsc3ccccc23)c1,?,0%,?
COc1ccc(S(=O)(=O)Nc2cc3[nH]c(=O)oc3cc2C)cc1,?,.,?
Cn1cc(-c2nc3cnc(Oc4cccc(Cl)c4)nc3n(CCC#N)c2=O)c2ccccc21,3%,.,20%
CCc1nc2c(OCC(=O)N3CCOCC3)cccn2c1N(C)C(=O)COc1ccccc1,-4%,.,5%
Cc1cccc(NC(=O)CN2CCN(CC(=O)Nc3ccc(-c4ccccc4)cc3)CC2)c1C,?,7%,?
CC(=O)Nc1cccc(NC(=O)c2cc(-c3cccnc3)nc3ccc(Cl)cc23)c1,?,0%,?

(continued)
SMILES,TDP1 cell noCPT,TDP1 block,TDP1 cell CPT
NC(c1csc(Nc2ccc(C(=O)NCCCO)cn2)n1)c1ccccc1Cl (stereo not drawn),-13%,.,-5%
CC(C)(C)c1ccc(OCCON2C(=O)CCC2=O)c(Cl)c1,-22%,3%,0%
CC(=O)C(=Cc1cccc(C#N)c1)C(=O)c1ccccc1,16µM*,.,16µM*
O=C(NC1CCS(=O)(=O)C1)c1cc(-c2ccccc2)nc2ccccc12 (stereo not drawn),-7%,2%,3%
N#CC(c1ccccc1F)(c1ncc(C(F)(F)F)cc1Cl)N1CCOCC1 (stereo not drawn),-6%,0%,-7%
CCCn1c(=N)c(C#N)cc2c(=O)n3ccccc3nc21,-17%,5%,-13%
CC(C)S(=O)(=O)N1CCCC(c2cc(C(=O)NCc3cccnc3)no2)C1 (stereo not drawn),-9%,.,-23%
COc1cc(/C=N/NC(=S)Nc2cccnc2)cc(OC)c1OC,-21%,0%,31%[activator]
CC(C)(C)OC(=O)N1CCC[C@H]1c1nnc(SCc2ccc(Cl)cc2)o1,21µM*,.,?
CC(SC1=NCCN1S(C)(=O)=O)c1ccccc1 (stereo not drawn),-13%,2%,-10%
Cc1ccc(N(CC(=O)N2CCCCC2)S(=O)(=O)c2ccc(C)cc2)cc1,8%,-5%,-21%
O=C(c1ccccc1)N1CCN(c2ccc([N+](=O)[O-])cc2-n2cccc2)CC1,?,8%,?
C=CCn1c(=O)c(C(=O)NCc2ccc3c(c2)OCO3)c(O)c2ccccc21,?,.,?
O=C(COC(=O)C1=COCCO1)Nc1c(F)cccc1F,-23%,0%,4%
Cc1ccccc1C(c1ncccc1C)N(C)C(=O)C1CCN(CCOc2ccc(Cl)cc2Cl)CC1 (stereo not drawn),?,.,?
Cc1cccc(NC(=O)c2cc(NC(=O)CCCC(=O)O)ccc2Cl)n1,-8%,-1%,-2%
COc1ccccc1/C=C/C(=O)Nc1cccc(S(=O)(=O)N2CCOCC2)c1,?,-2%[56.1 µM],?
c1ccc2c(NC3=NCCCCS3)cccc2c1,-1%,-2%,-16%
COc1ccc(C)cc1NC(C)C(=O)NC(=O)NC1CCCCC1 (stereo not drawn),?,9%,?
CS(=O)(=O)c1ccc(NCCc2ccccn2)c([N+](=O)[O-])c1,-21%,3%,-6%
COCCN(C(=O)COC(=O)/C=C/c1ccc2c(c1)OCO2)c1c(N)n(Cc2ccccc2)c(=O)[nH]c1=O,-8%,0%,6%
Cc1[nH]n(C(C)(C)C)c(=O)c1Sc1ccc(Cl)cc1,?,0%,-28%
Cc1cc2cc3c(cc2nc1SCC(=O)O)OCCO3,-12%,-10%,-10%
CC1=C/C(=C\C=C(C#N)C#N)N(C)c2ccccc21,-17%,-3%,1%
CCc1c(C)c2c(C)nn(-c3ccccc3)c2[nH]c1=O,-26%,-1%,-27%
COc1ccc(C)cc1NS(=O)(=O)c1ccc(NC(=O)CN(c2cc([N+](=O)[O-])ccc2C)S(C)(=O)=O)cc1,15µM*,0%,9.2µM*
Cn1c(=O)c2sccc2n2c(CCC(=O)Nc3ccc(F)cc3)nnc12,?,3%,?
CC(C)(C)OC(=O)N1CCC(c2c(C(=O)N3CCN(C(=O)c4ccco4)CC3)cnn2-c2cccc(F)c2)CC1,?,0%,?
O=C(Nc1nc2c(F)cc(F)cc2s1)c1ccc(S(=O)(=O)N2CCc3ccccc32)cc1,?,3%,26µM*

Among those listed so far, these have a COOH group.
SMILES,TDP1 cell noCPT,TDP1 block,TDP1 cell CPT
CC(C)[C@H](NC(=O)NCCC1=CCCCC1)C(=O)O,6%,.,2%
O=C(O)c1ccc(NS(=O)(=O)c2cccc3cccnc23)cc1,-1%,2%,-2%
CCOc1ccc(/C=C/C(=O)CCC(=O)O)cc1,-13%,-3%,-4%
Cc1cccc(NC(=O)c2cc(NC(=O)CCCC(=O)O)ccc2Cl)n1,-8%,-1%,-2%
Cc1cc2cc3c(cc2nc1SCC(=O)O)OCCO3,-12%,-10%,-10%

Source: PubChem BioAssay (National Center for Advancing Translational Sciences (NCATS))

This is a random part of the collection. Share with any hit: about 18%.
